Bioassay records deposited in PubChem by National Center for Advancing Translational Sciences (NCATS).
KCNH2 WT inh – inhibitors of human wildtype KCNH2 potassium channel. Q12809. U2OS, BacMam KCNH2, thallium flux FluxOr; hits give low values. activity change, % at 1.84 µM. actives 0.37% (n = 340,000). AID 720551;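 active = maximum activity change below -70%; inconclusive = maximum activity change between -70% and -50%; inactive = maximum activity change above -50%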
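U2OS cells transduced with wild-type KCNH2 virus are loaded with FluxOr dye for 45 min, and thallium flux is measured in kinetic reads before and after stimulation buffer. Rate constants are normalized to DMSO controls.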
Eya2 inh – Eya2 (human) phosphatase inhibition; O00167; recombinant Eya2, OMFP fluorescence dephosphorylation (OMFP is methylfluorescein phosphate); Potency, µM (highest dose often 76.9 µM), without a hit: at the top dose activity, negative = inhibition, most hits filed as inhibitors; actives 0.006% (n = 330,000); AID 488837; also: potency is read from the fitted curve at half-maximal effect
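Eya2 protein (added as 0.2 uM solution) was preincubated with compound for 10 min at ambient temperature in 50 mM HEPES pH 7.5, 50 mM NaCl, 5 uM MgCl2, 0.05% BSA, 1 mM DTT. OMFP (added at 50 uM) then reacted 10 min; fluorescence read at 485/525 nm.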
Giardia kill – kills Giardia lamblia. actives 0.15% (n = 340,000). activity change, % at 7.66 µM, hits read low. Giardia lamblia trophozoite viability. AID 540267; in the data active = activity change below about -80%; inconclusive = between about -30% and that limit;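 also: parasites exposed to compound for two days anaerobically before the ATP read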
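Each well holds 100 Giardia trophozoites and compound. After two days (48 hrs) at 37 deg C in anaerobic conditions, ATP is quantified by luminescence.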
GALK inh – inhibitors of human galactokinase; Potency, µM (titrated, usually from 57.5 µM), for inactives: at the highest dose activity change, negative = inhibition, usual class: inhibitors; Purified GALK, Kinase-Glo residual ATP luminescence; actives 0.007% (n = 270,000); also: potency is read from the fitted curve at half-maximal effect
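GALK at 5 nM final was combined with compound, 35 uM ATP and 100 uM galactose in HEPES pH8.0 with MgCl2 and DTT. The reaction ran one hour at room temperature before luminescent ATP detection.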
PKM2 activator – activators of human pyruvate kinase M2. purified PKM2, Kinase-Glo ATP luminescence, activation; response scale: 0% is enzyme alone, no compound. P14618. AID 1631. Potency, µM (top dose mostly 57.5 µM), without a hit: top-dose activation, hits mostly activators. actives 0.34% (n = 260,000); also: potency is read from the fitted curve at half-maximal effect; nearly all actives have a fitted effect of over 55% in size
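Purified hPK-M2 (>95% pure) converted ADP (0.1 mM final) to ATP with 0.5 mM PEP in 50 mM imidazole pH7.2, KCl, MgCl2, Tween 20, BSA; 1 h at room temperature. ATP detected by Kinase-Glo luminescence.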
USP2a inh – inhibitors of human ubiquitin-specific protease USP2a; O75604; USP2 core, Ub-CHOP2 coupled fluorogenic reporter, 485/531; Potency, µM (titrated, usually from 38.3 µM), without a hit: at the top dose activity change, negative = inhibition, hits mostly inhibitors; actives 0.01% (n = 330,000); AID 463254;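 also: potency is read from the fitted curve at half-maximal effect; plate controls were DMSO wells for no effect and full inhibition by NEM control for full effect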
Target sequence (O75604 whole entry, looked up): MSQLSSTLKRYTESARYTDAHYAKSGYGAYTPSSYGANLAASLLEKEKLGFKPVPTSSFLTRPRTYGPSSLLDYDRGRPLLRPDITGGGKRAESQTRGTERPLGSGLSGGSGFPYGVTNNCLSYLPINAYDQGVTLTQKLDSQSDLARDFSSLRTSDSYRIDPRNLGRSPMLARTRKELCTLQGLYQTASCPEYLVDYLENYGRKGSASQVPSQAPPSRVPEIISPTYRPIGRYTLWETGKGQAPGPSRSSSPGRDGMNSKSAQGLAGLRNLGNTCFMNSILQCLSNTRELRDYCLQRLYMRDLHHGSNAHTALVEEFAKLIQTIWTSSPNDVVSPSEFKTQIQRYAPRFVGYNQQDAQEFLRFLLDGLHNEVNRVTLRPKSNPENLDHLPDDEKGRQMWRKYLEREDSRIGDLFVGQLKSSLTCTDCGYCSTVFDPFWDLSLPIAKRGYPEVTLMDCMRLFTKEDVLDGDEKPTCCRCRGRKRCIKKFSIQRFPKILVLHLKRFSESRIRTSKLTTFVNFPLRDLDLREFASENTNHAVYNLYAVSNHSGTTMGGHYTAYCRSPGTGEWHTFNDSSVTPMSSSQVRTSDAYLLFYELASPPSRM
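Deubiquitinase activity read as fluorescence (485/531 nm) after Ub-CHOP2 cleavage activates the enterokinase reporter on its substrate; USP2 core 10nM, Ub-CHOP2 and substrate 25nM each, 30min compound preincubation then 60min RT; data normalized to NEM, curves fitted.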
KCNH2 3.1 inh – KCNH2 3.1 (human) potassium channel inhibition; activity change, % (tested at about 1.8 µM); U2OS KCNH2 3.1, thallium flux FluxOr; hits give low values; AID 720553; actives 0.95% (n = 340,000);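 active = maximum activity change below -70%; inconclusive = maximum activity change from -70% to -50%; inactive = maximum activity change above -50%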;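 also: thallium influx rate constant from kinetic fluorescence after stimulation buffer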
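U2OS cells transduced with KCNH2 3.1 mutant virus (1.77 x 10^8 /mL, 4 h), plated overnight at 37 C, loaded 45 min with FluxOr dye plus Red40 quencher. Thallium flux rate constant from kinetic reads after stimulation buffer, normalised to controls.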
uPA surface inh – cell surface uPA generation inhibition; cell surface uPA generation assay, qHTS; Potency, µM (titrated, usually from 38.3 µM), without a hit: at the highest dose activity change, negative = inhibition, actives largely listed as inhibitors; actives 0.31% (n = 330,000); AID 540303; active = well fitted inhibition curve with a large enough effect; inconclusive = small, poorly fitted or top-dose-only effect; inactive = no such curve, though single readings can be large or run the other way; tested in mouse RAW 264.7 cells; also: potency is read from the fitted curve at half-maximal effect; nearly all actives have a fitted effect of over 55% in size
BCR signal inh – inhibitors of chronic active B-cell receptor signaling; ABC-DLBCL IkBa-CBG/CBR reporter, luminescence ratio, 4 h; Potency, µM (series often up to 46.1 µM), for inactives: at the top dose ratio change, negative = lower green/red ratio, actives largely listed as inhibitors; actives 0.05% (n = 340,000); AID 493014; active = well fitted inhibition curve with a large enough effect in the signal ratio, with a control signal flat, not every such curve was filed as active; inconclusive = small, poorly fitted or top-dose-only effect, or effect the other way, or a change in a side signal; the % refers to the signal ratio;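 also: potency is read from the fitted curve at half-maximal effect; plate controls were basal doxycycline-induced cells for no effect and cells given 10 µM MG132 for full effect; MG132 reads +100%, hits lower the ratio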
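Cell line TMD8 (human ABC DLBCL), stably expressing tet-inducible CBG68-IkBa fusion and CBR; IMDM/0.5% FBS; cpd up to 46 uM; dox induction, 4 h, 37C/5% CO2; dual luminescence; green/red ratio; MG132 control.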
Coupling enz – counter-screen for Giardia aldolase inhibitors: coupling enzyme system. AID 2472. activity change, negative = inhibition, % at 58.2 µM, hits read low. actives 0.67% (n = 290,000). coupling enzyme system counterscreen, AmpLite Red fluorescence; in the data active = activity change below about -30%
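Compounds tested against the coupling enzymes alone at 57.5 uM final; readout was AmpLite Red fluorescence (525/598 nm) after 20 min at RT.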
B2AR arrestin – beta2AR (human) beta-arrestin recruitment activity. P07550. beta-arrestin recruitment to beta2AR, cell-based reporter. Potency, µM (titrated, usually from 46.1 µM), for the others: at the top dose activation, usual class: activators. actives 0.02% (n = 330,000). AID 492947;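 also: potency is read from the fitted curve at half-maximal effect; 0% = DMSO controls and full agonism = EC100 isoproterenol or metaproterenol; nearly all actives have a fitted effect of over 65% in size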
Target sequence (P07550 whole entry, looked up): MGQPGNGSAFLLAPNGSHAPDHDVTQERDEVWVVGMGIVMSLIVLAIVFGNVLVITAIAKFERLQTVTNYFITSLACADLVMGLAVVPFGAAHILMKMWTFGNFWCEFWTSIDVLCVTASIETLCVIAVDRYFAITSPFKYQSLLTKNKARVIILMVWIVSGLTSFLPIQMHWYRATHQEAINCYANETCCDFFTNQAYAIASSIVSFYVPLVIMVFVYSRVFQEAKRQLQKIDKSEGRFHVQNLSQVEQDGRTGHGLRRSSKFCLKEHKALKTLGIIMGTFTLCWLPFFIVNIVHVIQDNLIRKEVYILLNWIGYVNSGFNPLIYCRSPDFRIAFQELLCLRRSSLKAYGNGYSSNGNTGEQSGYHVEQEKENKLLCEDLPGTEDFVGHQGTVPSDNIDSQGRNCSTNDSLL
* marks the source's active call; other numbers are inactive results; ? = inconclusive; . = not tested or not shown; [ ] = remark or other dose. Unless noted, calls follow the shape of the dose curve; as a rule, active = well fitted curve in the direction sought with a large enough effect; inconclusive = small, poorly fitted or top-dose-only effect, or another doubt; inactive = no such curve, though single readings can be large; an effect the other way counts as inactive or inconclusive. Unless noted, % is scaled to controls: 0 for no effect and ±100 for the full control effect.

SMILES	KCNH2 WT inh	Eya2 inh	Giardia kill	GALK inh	PKM2 activator	USP2a inh	KCNH2 3.1 inh	uPA surface inh	BCR signal inh	Coupling enz	B2AR arrestin
CCC(C(=O)NCc1ccc(F)cc1)n1nc(C)n2c(cc3occc32)c1=O (stereo unspecified)	-5	3%	9	-3%	.	4%	-19	0%	2%	1	0.2%
CC(=O)Nc1ccc(-c2csc(NC(=O)C3=COCCO3)n2)cc1	-9	8%	-1	.	.	0%	-3	-2%	0%	.	0.3%
COc1ccc(-c2nnc(N3CCOCC3)c3ccccc23)cc1	8	3%	10	-6%	2%	-1%	12	15%	?	2	-0.6%
O=C(Nc1ncnc2c1C(c1ccccc1)c1c(ccc3ccccc13)O2)c1ccccc1 (stereo unspecified)	.	-4%	-5	.	.	-7%	.	?	?	.	4.4%
Cn1cc(Br)c(C(=O)NNC(=O)Nc2ccccc2C(F)(F)F)n1	.	2%	-26	0%	0%	2%	-15	11%	?	-1	0.2%
CC(=O)c1c(CSc2ccccc2)oc2ccc(O)c(CN(C)C)c12	16	9%	-3	0%	.	1%	-12	0%	?	2	-0.3%
O=S(=O)(NCC(c1ccc2c(c1)OCO2)N1CCOCC1)c1ccc(Cl)cc1 (stereo unspecified)	4	-31%	-7	.	.	0%	-31	-6%	?	.	-0.3%
Cc1cc(=O)oc(C)c1C(=O)NC12CC3CC(CC(C3)C1)C2	1	13%	30[activator]	8%	-3%	1%	-4	3%	?	4	0.2%
Clc1ccc(-c2nnc(-c3cccnc3)o2)cc1	-11	-6%	15	-5%	-5%[11.5 µM]	-1%	-9	3%	?	-1	0.4%
COc1cccc(C2/C(=C(\O)c3ccc4c(c3)OCCO4)C(=O)C(=O)N2CCN(C)C)c1 (stereo unspecified)	-9	15%	-7	-1%	1%	-1%	-12	-2%	-23%	0	-1.2%
CC1CC(=O)N(C)c2ccc([N+](=O)[O-])cc2N1 (stereo unspecified)	-5	-3%	-3	-1%	-8%	2%	0	-1%	-21%	0	-0.6%
COc1ccc(Sc2ccccc2CN(C)C)cc1OC	7	-6%	-2	-3%	-3%	-1%	0	5%	-3%	0	-0.1%
O=C(CCNS(=O)(=O)c1cccc2nsnc12)N1CCc2ccccc21	1	?	3	3%	?	-1%	10	5%	-27%	2	-0.1%
CC(=O)c1c(C)[nH]c(C(=O)COC(=O)CN(C)S(=O)(=O)c2ccc(Cl)cc2)c1C	10	-2%	8	1%	5%	0%	-8	-1%	?	4	0.2%
COc1ccc(CCNC(=O)c2cc(C(C)C)on2)cc1OC	9	3%	-16	1%	-4%	3%	-16	-4%	-7%	3	0.1%
CSCC[C@H](NC(=O)[C@@H]1Cc2ccccc2CN1)C(=O)NC1CCCCC1	1	-3%	0	0%	.	1%	6	-1%	?	2	-0.2%
CCOC(=O)N1CCN(S(=O)(=O)c2cc(Br)cc3c2N(C(=O)CC)CC3)CC1	-1	14%	2	0%	1%	3%	5	-1%	1%	2	-1.5%
CCOC(=O)c1[nH]c(C)c(C(=O)N2CCN(c3ccc(OC)cc3)CC2)c1C	32	-21%	15	1%	2%	-1%	.	-1%	1%	4	2.8%
O=C(c1ccccc1)C(O)C(c1ccccc1)N1CCOCC1 (stereo unspecified)	-11	0%	1	-2%	.	2%	-11	-13%	1%	0	0.0%
CCCC1(c2ccccc2)NC(=O)N(C/C=C/Cl)C1=O (stereo unspecified)	-9	8%	8	-1%	-2%	-1%	-8	2%	7%	-3	0.4%
COc1ccc(NC(=O)NCc2ccncc2)cc1	7	-6%	12	-4%	0%	1%	0	-4%	0%	-1	0.0%
CN1CCN(CCCNC(=O)c2cc3c(=O)oc4ccccc4c3s2)CC1	-6	2%	-6	0%	-3%	0%	2	-8%	17%	-2	-0.3%
Cc1ccccc1NC(=O)COC(=O)c1cc[n+]([O-])cc1	2	-11%	-5	.	.	2%	42	8%	-6%	.	-0.1%
COc1ccc(C2NC(=O)CCC2[N+](=O)[O-])cc1OC (stereo unspecified)	6	2%	4	-6%	7%[11.5 µM]	4%	6	11%	?	2	-0.5%

Compound profiles, from the list above. Order of values: KCNH2 WT inh	Eya2 inh	Giardia kill	GALK inh	PKM2 activator	USP2a inh	KCNH2 3.1 inh	uPA surface inh	BCR signal inh	Coupling enz	B2AR arrestin
CCOC(=O)c1[nH]c(C)c(C(=O)N2CCN(c3ccc(OC)cc3)CC2)c1C is listed as 32	-21%	15	1%	2%	-1%	.	-1%	1%	4	2.8%
O=C(c1ccccc1)C(O)C(c1ccccc1)N1CCOCC1 (stereo unspecified) is listed as -11	0%	1	-2%	.	2%	-11	-13%	1%	0	0.0%

Next structures follow.
SMILES	KCNH2 WT inh	Eya2 inh	Giardia kill	GALK inh	PKM2 activator	USP2a inh	KCNH2 3.1 inh	uPA surface inh	BCR signal inh	Coupling enz	B2AR arrestin
O=P(C(=NCCO)NO)(N1CCOCC1)N1CCOCC1	0	1%	13	-2%	0%	0%	-15	17%	4%	-1	-0.4%
O=C(OCc1cnc(Cl)s1)c1c(F)cccc1F	.	3%	-10	8%	-1%	1%	13	1%	?	1	-0.2%
Cc1ccc(/C=N/NC(=O)c2cccc([N+](=O)[O-])c2)o1	0	-13%	-10	1%	-4%	-2%	-3	4%	0%	-1	0.1%
Cc1ccc(-c2cc(C(=O)Nc3ccc(S(=O)(=O)Nc4ncccn4)cc3)[nH]n2)c(O)c1C	13	-11%	-1	.	18%	-18%	0	1%	-7%	1	-0.7%
COc1ccc(-n2cnc3scc(-c4ccc(OC)c(OC)c4)c3c2=O)cc1	.	-9%	10	12%	4%	7%	5	-3%	?	1	-0.6%
O=[N+]([O-])c1cccc(-n2cc3ccc([N+](=O)[O-])cc3n2)c1	3	-4%	-5	.	.	1%	24	3%	?	.	0.4%
COc1ccc(CNC(=O)Cn2cncn2)cc1OC	0	5%	0	2%	0%	3%	-4	0%	0%	-1	-0.1%
CN(c1ccccc1)S(=O)(=O)c1cccc(NS(=O)(=O)c2ccc(/C=C/C(=O)O)cc2)c1	-19	-2%	-5	1%	5%	9%	-6	4%	2%	14	-0.2%
CCOc1ccc(C(C(=O)NCCC(C)C)N(CCO)C(=O)c2snc(C(N)=O)c2N)cc1 (stereo unspecified)	15	3%	-19	1%	1%[11.5 µM]	0%	-7	-1%	-1%	1	-0.1%
Cc1cccc(S(=O)(=O)N2CCN(Cc3ccc4c(c3)OCO4)CC2)c1	1	3%	5	0%	3%	2%	1	2%	1%	-1	1.2%
Cc1c(NS(=O)(=O)c2cc(C(=O)NC(C)c3ccccc3)ccc2Cl)c(=O)n(-c2ccccc2)n1C (stereo unspecified)	16	41%	-4	.	.	1%	-9	10%	5%	.	-0.2%
Cc1cccc(OCC(=O)N/N=C\c2cc3c(cc2[N+](=O)[O-])OCO3)c1C	-21	1%	2	0%	4%	1%	-14	0%	-6%	-6	-1.6%
O=C1CCc2cc(S(=O)(=O)N3CCN(c4cccc(Cl)c4)CC3)ccc2N1	3	8%	-7	0%	-1%	1%	-4	.	-2%	1	-0.4%
O=C(Nc1ccc(S(=O)(=O)Nc2ncccn2)cc1)c1ccccc1Br	4	3%	-10	0%	1%	-1%	20	7%	-1%	-1	-1.2%
COc1ccc(C2C(C(=O)NC(C)C)c3ccccc3C(=O)N2C)cc1OC (stereo unspecified)	2	6%	5	1%	-5%	1%	7	4%	1%	-1	-0.4%
Cc1cccc(NC(=O)NNC(=O)COc2ccc3ccccc3c2)c1	4	0%	27	6%	-1%	0%	8	6%	10%	.	-0.2%
O=C(O)c1cc([N+](=O)[O-])ccc1NCc1ccccc1Cl	2	-13%	-13	2%	-1%	3%	1	-2%	-3%	4	-0.2%
CCOc1ccc(S(=O)(=O)N2CCC(C(=O)OC(C)C(=O)NC3CCCCC3C)CC2)cc1 (stereo unspecified)	-203*	4%	-7	.	.	3%	-144*	0%	-5%	.	-0.2%
COCCCNC(=O)Cn1c(=O)n(Cc2ccc(F)cc2)c(=O)c2sccc21	-3	1%	7	.	1%	3%	-15	1%	?	0	-1.0%
C[C@@H](CSc1ccccc1)CN1CC[C@H](O)CCC1=O	0	0%	2	.	1%	0%	1	4%	-15%	-1	-1.1%
COc1ccccc1CCNC(=O)C(=O)NCCC1CCCCN1S(=O)(=O)c1cccs1 (stereo unspecified)	-4	-18%	-10	.	.	1%	19	-8%	-11%	.	0.1%
CC(C)NC(=O)C(C)n1cccc1C(=O)c1ccccc1 (stereo unspecified)	-3	-4%	-9	3%	-2%	1%	-6	-1%	0%	0	-1.0%
CCCN(CCC)Cc1c(C(=O)N/N=C/c2ccsc2)nnn1-c1nonc1N	2	-22%	23	4%	-2%	-1%	?	3%	13%	-5	-0.2%

Not a hit list; overall some 2.4% were active at least once.
